PostGolgi yeast: growth inhibition of a yeast mutant, post-Golgi transport screen | inhibition, % at 10 µM | post-Golgi transport phenotypic cell assay | actives 0.9% (n = 98,000) | AID 739;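 further: yeast cells grown in 1536-well plates; yeast grown about 18 h at 30C before absorbance read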
Ecoli WT expand: growth inhibitors of E. coli BW25113 wild type. OD600 absorbance. growth inhibition, % at 100 µM. actives 0.15% (n = 98,000);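 active means growth inhibition above about 50% at one test dose, limit read from the data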;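 further: growth measured after 20 h incubation at 37 °C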
DAT uptake mod: changed human dopamine transporter uptake under cocaine IC80. B-score at 10 µM. actives 1.3% (n = 110,000). LLC-PK1 hDAT cells, [14C]-dopamine uptake with cocaine IC80; actives deviate in either direction;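 active means Z score or B-score, a plate-position-corrected score, falls beyond the plate's 99.7% confidence bounds, in either direction; inactive means both scores lie inside the 99.7% bounds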;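 further: scored against the spread of the other compound wells on the same plate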
PostGolgi ctrl: growth of the yeast control strain, post-Golgi counter-screen | efflux-deficient yeast background strain, growth absorbance A615, 16 h | inhibition, % at 10 µM | actives 5% (n = 98,000)
CYP2C9 activ: activators of human CYP2C9 | P11712 | recombinant CYP2C9, luciferin-H conversion, luminescence; stronger effect = higher value; factor 1 = untreated enzyme, 0 = blocked | activation factor at 5 µM | actives 1.4% (n = 96,000) | AID 1024;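 active means activation factor of 2 or more for CYP2C9 at a 5 µM dose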;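 further: 0 = sulfaphenazole-blocked wells and 1 = vehicle-only wells; values of inactives mirror those of a sister screen read the other way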
LYP act: activators of human LYP (PTPN22) phosphatase; Q9Y2R2; recombinant LYP, DiFMUP fluorescence; 0 = plate median, 100 = signal doubled; activation, % at 2 µM; actives 0.11% (n = 96,000); AID 697;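 active means activation at 2 µM above a set limit, the mean plus 5 SD, cut at about 37% in these data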
LYP inh 2: blocks human PTPN22 phosphatase activity; Q9Y2R2; actives 0.21% (n = 96,000); inhibition, % at 2 µM; AID 640; recombinant LYP catalytic domain, DiFMUP fluorescence;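 active means inhibition at 2 µM at or above a set limit, the screen mean plus 3 SD, cut at about 24% in these data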;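 further: 0% = DMSO with enzyme and 100% = enzyme fully blocked by orthovanadate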
CYP2C9 inh: human CYP2C9 inhibition. P11712. CYP2C9 Supersomes, luciferin-H conversion, luminescence. inhibition, % at 5 µM. actives 20% (n = 96,000);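 active means blocking of liver enzyme CYP2C9 beyond about 50% at 5 µM, limit read from the data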; further: values of inactives mirror those of a sister screen read the other way
Pyk2 oligo antag: antagonists of human Pyk2 oligomerization. Q14289. Q293 cells, Pyk2 FERM NanoBiT luminescence; stronger effect = lower value. z-score (the deposit names both 25 µM and 10 µM). actives 0.83% (n = 99,000). AID 1347419;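 active means Z-score of -3 or lower, scaled per plate to the spread of control and sample wells; inactive means z-score above -3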;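 further: negative z-score means lost luminescence so less FERM oligomerization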
Target sequence (Q14289 whole entry, looked up): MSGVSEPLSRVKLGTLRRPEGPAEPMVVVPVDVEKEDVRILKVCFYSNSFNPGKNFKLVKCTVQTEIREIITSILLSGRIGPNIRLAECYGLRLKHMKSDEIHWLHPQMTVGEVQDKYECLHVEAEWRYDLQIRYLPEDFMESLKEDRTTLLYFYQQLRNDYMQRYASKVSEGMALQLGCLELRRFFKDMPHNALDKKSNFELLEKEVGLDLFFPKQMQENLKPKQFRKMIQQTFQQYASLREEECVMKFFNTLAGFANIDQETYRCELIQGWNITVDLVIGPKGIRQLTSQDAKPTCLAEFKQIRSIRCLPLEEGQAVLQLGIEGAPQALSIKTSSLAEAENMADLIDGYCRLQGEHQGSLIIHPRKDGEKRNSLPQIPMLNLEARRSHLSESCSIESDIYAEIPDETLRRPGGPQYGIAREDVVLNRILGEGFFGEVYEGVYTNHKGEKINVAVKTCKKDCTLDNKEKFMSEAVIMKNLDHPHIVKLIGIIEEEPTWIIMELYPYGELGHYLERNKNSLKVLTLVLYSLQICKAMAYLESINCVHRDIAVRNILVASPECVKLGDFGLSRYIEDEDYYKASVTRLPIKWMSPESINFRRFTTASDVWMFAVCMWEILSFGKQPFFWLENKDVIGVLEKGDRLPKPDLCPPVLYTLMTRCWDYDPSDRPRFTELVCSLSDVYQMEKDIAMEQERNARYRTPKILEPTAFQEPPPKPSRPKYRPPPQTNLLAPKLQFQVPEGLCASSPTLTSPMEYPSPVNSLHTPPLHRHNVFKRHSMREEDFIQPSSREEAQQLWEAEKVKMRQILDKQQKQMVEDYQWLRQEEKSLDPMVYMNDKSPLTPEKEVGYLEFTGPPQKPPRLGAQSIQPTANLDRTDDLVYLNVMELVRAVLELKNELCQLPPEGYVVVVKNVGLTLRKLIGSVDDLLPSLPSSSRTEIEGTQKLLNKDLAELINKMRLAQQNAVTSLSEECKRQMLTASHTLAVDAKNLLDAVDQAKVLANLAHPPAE
Numbers without * were called inactive; nt = not tested or not shown. Unless noted, no stated cut-off is given here; in the data, active means inhibition above about 30%; inactive means the rest.

The opening 13 entries (preview)
SMILES	PostGolgi yeast	Ecoli WT expand	DAT uptake mod	PostGolgi ctrl	CYP2C9 activ	LYP act	LYP inh 2	CYP2C9 inh	Pyk2 oligo antag
Cc1sc2nc(-c3ccco3)oc(=O)c2c1C	5	0	0.46	17	0.7	-2	2	30	0.34
COC(=O)c1nn(-c2ccccc2)c(=O)cc1Oc1ccc(Cl)cc1	-6	-3	-0.15	-2	0.9	3	-1	8	-1.7
Cc1nn2c3c(cnc2c1-c1ccc(Cl)cc1)C(=O)CC(c1ccco1)C3 (centres undefined)	nt	nt	0.21	nt	1.4	nt	nt	-37	-0.43
CC(NC(=O)c1noc2c1CCCC2)c1ccccc1 (centres undefined)	5	-1	0.51	-7	0.8	3	-5	20	2.1
COc1ccc(Cn2c(-c3ccco3)nc3oc4cc(OC)ccc4c(=O)c3c2=O)cc1	3	-23	0.46	13	0.9	-7	6	12	1.3
CCN1CCN(c2nc3c(c(=O)n(C)c(=O)n3C)n2Cc2cccc3ccccc23)CC1	7	2	1.4	3	0.8	6	-12	22	0.32
S=C1NCCc2ccc(Cl)cc2C1c1ccccc1 (centres undefined)	nt	nt	1.6	nt	nt	-5	5	nt	-0.08
CCc1nnc(NC(=O)CSc2nnc(C)n2Cc2ccccc2)s1	nt	nt	0.4	nt	nt	-7	5	nt	-0.11
O=C(CSc1ccc(Cl)cc1)c1ccco1	-3	1	-0.39	10	0.8	-5	6	16	1.6
Cc1nc2c(Br)cc(Br)cc2cc1O	3	14	-0.55	37*	0.4	1	0	62*	-1.1
O=S(=O)(c1ccc(OCC(O)CNCc2ccco2)c(Cl)c1)N1CCOCC1 (centres undefined)	1	8	0.44	9	0.8	nt	nt	17	-0.44
CCCOC(=O)c1ccc(NC(=O)C2CCCO2)cc1 (centres undefined)	0	-3	0.67	8	1	-6	4	-4	0.42
CC1(C(=O)NC2CCCCCCC2)CCC(=O)N1Cc1ccco1 (centres undefined)	4	-4	-0.31	21	0.7	-2	-2	28	0.89

All compounds of this part, repeating the preview:
SMILES	PostGolgi yeast	Ecoli WT expand	DAT uptake mod	PostGolgi ctrl	CYP2C9 activ	LYP act	LYP inh 2	CYP2C9 inh	Pyk2 oligo antag
Cc1sc2nc(-c3ccco3)oc(=O)c2c1C	5	0	0.46	17	0.7	-2	2	30	0.34
COC(=O)c1nn(-c2ccccc2)c(=O)cc1Oc1ccc(Cl)cc1	-6	-3	-0.15	-2	0.9	3	-1	8	-1.7
Cc1nn2c3c(cnc2c1-c1ccc(Cl)cc1)C(=O)CC(c1ccco1)C3 (centres undefined)	nt	nt	0.21	nt	1.4	nt	nt	-37	-0.43
CC(NC(=O)c1noc2c1CCCC2)c1ccccc1 (centres undefined)	5	-1	0.51	-7	0.8	3	-5	20	2.1
COc1ccc(Cn2c(-c3ccco3)nc3oc4cc(OC)ccc4c(=O)c3c2=O)cc1	3	-23	0.46	13	0.9	-7	6	12	1.3
CCN1CCN(c2nc3c(c(=O)n(C)c(=O)n3C)n2Cc2cccc3ccccc23)CC1	7	2	1.4	3	0.8	6	-12	22	0.32
S=C1NCCc2ccc(Cl)cc2C1c1ccccc1 (centres undefined)	nt	nt	1.6	nt	nt	-5	5	nt	-0.08
CCc1nnc(NC(=O)CSc2nnc(C)n2Cc2ccccc2)s1	nt	nt	0.4	nt	nt	-7	5	nt	-0.11
O=C(CSc1ccc(Cl)cc1)c1ccco1	-3	1	-0.39	10	0.8	-5	6	16	1.6
Cc1nc2c(Br)cc(Br)cc2cc1O	3	14	-0.55	37*	0.4	1	0	62*	-1.1

Ordered by value in CYP2C9 inh (falling): three from the list above.
SMILES,CYP2C9 inh
Cc1sc2nc(-c3ccco3)oc(=O)c2c1C,30
CCN1CCN(c2nc3c(c(=O)n(C)c(=O)n3C)n2Cc2cccc3ccccc23)CC1,22
CC(NC(=O)c1noc2c1CCCC2)c1ccccc1 (centres undefined),20

The listing continues:
SMILES	PostGolgi yeast	Ecoli WT expand	DAT uptake mod	PostGolgi ctrl	CYP2C9 activ	LYP act	LYP inh 2	CYP2C9 inh	Pyk2 oligo antag
O=S(=O)(c1ccc(OCC(O)CNCc2ccco2)c(Cl)c1)N1CCOCC1 (centres undefined)	1	8	0.44	9	0.8	nt	nt	17	-0.44
CCCOC(=O)c1ccc(NC(=O)C2CCCO2)cc1 (centres undefined)	0	-3	0.67	8	1	-6	4	-4	0.42
CC1(C(=O)NC2CCCCCCC2)CCC(=O)N1Cc1ccco1 (centres undefined)	4	-4	-0.31	21	0.7	-2	-2	28	0.89
O=S(=O)(Nc1nnc(-c2ccccc2)s1)c1ccc(Cl)cc1	19	5	-3*	10	0	9	-10	99*	-1.6
CN1C(=O)N(C)C2CC1N(C)C(=O)N2C	-4	7	-0.34	-13	1.1	0	0	-5	1.3
Oc1ccccc1-c1nc(NCC2CCCO2)c2ccccc2n1 (centres undefined)	-3	-5	0.089	56*	0.6	4	-7	41	-2.4
O=C(CS(=O)(=O)Cc1ccccc1)N1CCc2ccccc2C1	5	0	0.057	13	1.1	-1	0	-5	1.1
O=c1ccc2cc3c([nH]c4ccc(Br)cc43)oc-2c1O	5	-4	0.85	-11	1	-15	14	-1	-1.4
Cc1c(C)c2cc(Cl)c(O)c(CN3CCCC(C)C3)c2oc1=O (centres undefined)	1	-3	-0.078	11	0.9	11	-12	6	-0.45
COc1ccccc1NC(=O)C1=C(C)N(c2ccccc2)C(=S)NC1c1cccc(C(F)(F)F)c1 (centres undefined)	-1	0	0.63	29	0	-5	5	96*	-2.2
Cc1cccc(NC(=O)COc2nsnc2N2CCOCC2)c1	7	2	0.41	8	0.8	8	-8	17	0.82
Cc1cc(C(=O)OCc2nnc(-c3ccccc3)o2)c(C)n1-c1ccccc1	-10	-15	1.4	9	0.4	nt	nt	64*	1.9
O=C(Nc1ccc(C(=O)N2CCOCC2)cc1)c1cccs1	-2	-3	0.11	3	1	-6	5	1	4.4
COc1cc(/C=C2/OC(=O)c3cc([N+](=O)[O-])ccc32)cc(OC)c1OC	nt	nt	-1	nt	nt	-2	-1	nt	-0.07
CC(C)CNC(=O)C(=O)NNC(=O)C1CCCCC1	6	0	-0.069	-1	1	0	2	-4	-0.43
Cc1sc2nc(SCC(=O)c3cc(C)n(CC4CCCO4)c3C)n(C(C)C)c(=O)c2c1C (centres undefined)	-4	-3	2	30*	0.1	30	-34	88*	0.29
CCOC(=O)Nc1nnc(-c2cccc(OC)c2)s1	2	-5	0.28	20	1.3	21	-16	-30	0.44
CCCCNC(=O)CSc1nc2ccsc2c(=O)n1C1CCN(C(=O)OCC)CC1	10	-4	0.24	3	0.4	8	-6	56*	-0.17
Cc1ccc(-n2ncc3c(=O)n(Cc4cccnc4)cnc32)cc1	2	1	1.2	17	0.6	-3	0	35	1.5
COc1ccc(C(=O)NC(C(=O)NCc2ccccn2)C(C)C)cc1 (centres undefined)	0	-11	-0.79	9	0.9	14	-14	5	0.49
COc1ccc(CN(C)C(=O)COC(=O)c2ccc3c(c2)OCO3)cc1OC	-3	-1	0.56	5	0.4	1	-5	61*	0.33
CC(C)CC(NC(=O)C1CCC(C)CC1)C(=O)NCc1ccccn1 (centres undefined)	4	-10	-0.65	2	0.5	-1	0	45	0.74
COC(=O)c1ccc(Sc2ccc(Cl)cc2)c(N)c1	2	12	-0.68	12	0.5	-2	4	48	-0.76
Cc1cc(C)cc(Oc2coc3cc(OC(=O)c4cccs4)ccc3c2=O)c1	-3	-23	-0.66	13	nt	6	-4	nt	-1.6
CC(=O)c1cccc(NC(=O)C2CCCCC2)c1	-10	-6	0.058	14	0.8	-11	9	23	-0.86
Cc1ccc(SCc2cn3c(C)csc3n2)cc1	0	25	0.45	13	2.9*	7	-9	-187	-0.32
CCOC(=O)CN1C(=O)C(Sc2n[nH]c(-c3cccc(C)c3)n2)CCc2ccccc21 (centres undefined)	2	-13	0.74	18	0.2	6	-1	85*	-0.69
CC(C)CCNC(=O)CN(CCN1CCOCC1)C(=O)Cn1nnc(-c2ccc(F)cc2)n1	-6	-9	0.51	-2	0.9	10	-9	12	0.69
COc1cc(C(=O)N2CCN(C(=O)c3ccccc3)CC2)cc(OC)c1OC	0	-3	-0.61	6	1.2	7	-11	-23	0.01
COc1cc(NC(=O)C2CCCN(S(=O)(=O)c3cccc4nsnc34)C2)cc(OC)c1 (centres undefined)	-4	-3	-0.31	7	0.4	-5	4	63*	0.61
Cc1c(NC(=O)C2Cc3ccccc3CN2C(=O)c2ccco2)c(=O)n(-c2ccccc2)n1C (centres undefined)	-6	-10	0.77	-1	1.1	-4	2	-10	-0.45
OC(COc1ccc2ccccc2c1Cl)CN1CCOCC1 (centres undefined)	8	5	0.024	5	1.2	-5	2	-17	-0.82
CCn1c(SCC(=O)N2CCc3ccccc32)nnc1-c1ccncc1	2	-5	-0.0088	2	0.9	9	-5	14	1.1
CCC(c1nnnn1Cc1ccco1)N(Cc1ccccc1OC)Cc1cc2cc(C)ccc2[nH]c1=O (centres undefined)	-5	-9	-0.55	5	0.5	-9	7	51*	1.2
COCCn1nnnc1C(c1ccccc1Cl)N1CCN(c2ccccc2OC)CC1 (centres undefined)	9	1	0.41	4	0.6	8	-11	40	0.11
CC(C)CNC1=CC(=O)CC(c2ccco2)C1 (centres undefined)	2	-1	0.69	7	0.8	-4	2	22	-0.29
CN(c1ccccc1C(=O)NCc1ccccn1)S(C)(=O)=O	-15	-2	0.22	1	1	-2	-1	2	0.27
O=C(COC(=O)CNC(=O)C1CCCCC1)Nc1ccc2ccccc2c1	5	0	-0.92	29	0.6	-6	7	36	0.35
CCOC(=O)N1CCC(NC(=O)c2cc(C(=O)Nc3ccc(F)cc3F)ccc2CO)CC1	-3	-2	0.92	3	0.9	0	-3	12	nt
O=C(CCNC(=O)c1ccccc1Cl)Nc1ccc2c(c1)OCO2	11	-6	0.1	-4	0	-5	4	96*	0.4
CS(=O)(=O)c1ccc(-c2nn[nH]n2)cc1	2	4	0.54	-10	0.6	-3	3	41	-0.45
CCOC(=O)c1cc(-c2nnc(-c3ccc(Oc4ccccc4)cc3)o2)c(C)nc1C	0	-3	0.12	4	0.4	-8	6	63*	nt
O=C(c1ccccc1)n1ccn(-c2ccccc2)c1=S	nt	nt	0.4	nt	nt	6	-9	nt	-1.2
CC(C)(C)NC(=O)Cn1c(=O)oc2cc(S(=O)(=O)N3CCc4ccccc43)ccc21	-4	4	0.21	5	0.5	3	-6	47	nt
COC(=O)c1ccccc1NC(=O)N[C@@H](C)C(=O)OC	1	-7	-0.54	6	0.7	-6	9	27	-0.25
Cc1cccc(-n2c(C)n[nH]c2=S)c1C	6	3	0.02	-1	1.3	-2	4	-32	0.99
Clc1cc(Br)ccc1OCCn1ccnc1	9	39	0.038	8	0.1	-7	2	93*	-0.18
CCOC(=O)CSCc1cn2cc(Cl)ccc2n1	-8	1	-0.53	6	0.8	13	-10	16	-0.27
O=C(NCc1ccc2c(c1)OCO2)C1CCCN(S(=O)(=O)c2cccc3nonc23)C1 (centres undefined)	0	-12	-0.43	1	0.4	-1	3	64*	-0.88
O=[N+]([O-])c1cc(C(F)(F)F)ccc1Sc1nccn1Cc1ccccc1	5	-6	0.89	16	0.5	6	-1	47	-0.16
Carrying on.
SMILES	PostGolgi yeast	Ecoli WT expand	DAT uptake mod	PostGolgi ctrl	CYP2C9 activ	LYP act	LYP inh 2	CYP2C9 inh	Pyk2 oligo antag
Cc1cc(C)nc(N2CCC(C(=O)O)CC2)n1	-5	-2	0.54	-7	0.7	0	0	32	-0.13
COC(=O)Cc1cc(=O)[nH]c(/N=C(\N)Nc2ccc(C)cc2C)n1	24	-2	-0.58	17	1.2	-1	-1	-21	1.3
O=C(CNS(=O)(=O)c1ccc(C(=O)N2CCCCC2)cc1)N1CCCCC1	1	2	0.11	4	1.2	nt	nt	-16	2.2
O=C1CC(c2ccc(F)cc2)Cc2nc(N3CCN(c4ccccc4)CC3)ncc21 (centres undefined)	23	-1	-0.13	4	0.7	11	-12	26	0.92
CCc1ccccc1NC(=O)N[C@H](C(=O)O)C(C)C	-4	-3	-0.6	-2	1.1	1	0	-8	-0.1

Bioassay records as filed in PubChem.
